Screening data from PubChem BioAssay.
hgDAF12 agonist: H. glycines DAF-12 receptor agonists, primary screen, cell-based, luminescence, HEK293, GAL4 fusion, UAS-luciferase; 370,000 compounds, 1.8% hits; HEK293 GAL4-hgDAF12 UAS-luciferase reporter, agonist luminescence; normalized to butyrate control; Nuclear hormone receptor DAF-12 (Heterodera glycines), GAL4 fusion; activation, % at 6.8 µM;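 active = activation above a cutoff set at the mean of all screened compounds plus 3 SD, cut at about 10% in these data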;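 also: 0% = DMSO wells and 100% = sodium butyrate wells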
ADAM10 inh: human ADAM10 inhibitors, primary screen, biochemical, QFRET, HTS; recombinant ADAM10, EDANS/DABCYL FRET peptide cleavage, 3 h; inhibition, % at 7 µM; 370,000 compounds, 0.62% hits;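 active = inhibition above a per-campaign cutoff equal to the mean of compounds falling between control-based bounds plus 3 SD, cut at about 20% in these data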;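 also: 0% = DMSO wells while the 100% control is not disclosed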
hcDAF12 agonist: H. contortus DAF-12 nuclear receptor activators, primary screen, cell-based, luminescence, HEK293, lit1-tk-luc reporter. 370,000 compounds, 1.4% hits. activation, % at 6.8 µM. HEK293 hcDAF-12 lit1-tk-luc reporter; 0% DMSO, 100% Δ7-dafachronic acid;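 active = activation above the mean of all tested compounds plus 3 SD, cut at about 5.5% in these data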;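 also: 100% = response to 3 µM Δ7-dafachronic acid high control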
GAA850 FXN act: FXN promoter activators, primary screen, cell-based, luciferase luminescence, HEK293 lucGAA850; HEK293 lucGAA850 FXN promoter luciferase reporter, 24 h; percent of 10 µM SAHA response; activation, % at 6 µM; 360,000 compounds, 0.56% hits; AID 540364, 2011;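 active = activation above the average of all compounds screened plus 3 SD, cutoff fixed separately per campaign, cut at about 7.5% in these data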;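 also: 0% = DMSO wells and 100% = 10 µM SAHA wells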
PLCg1 inh: PLC-gamma1 enzyme inhibitors, primary screen, biochemical, fluorescence, purified enzyme. AID 720700, 2013. 1-phosphatidylinositol 4,5-bisphosphate phosphodiesterase gamma-1 (Homo sapiens), P19174. 370,000 compounds, 0.84% hits. fluorogenic substrate. inhibition, % at 12.2 µM; in the data active = inhibition above about 9.5%
DAX1 inh-1: DAX1 (NR0B1) inhibitors, primary screen, cell-based, HEK293, Gal4-DAX1, luciferase luminescence; Nuclear receptor subfamily 0 group B member 1 (Homo sapiens), P51843; HEK293 Gal4-DAX1 luciferase reporter; inhibition, % at 6.75 µM; 340,000 compounds, 0.99% hits; AID 504766, 2011;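 active = inhibition above the mean over all tested compounds plus 3 SD, cut at about 4.2% in these data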;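 also: 0% = DAX1-transfected cells with DMSO and 100% = empty-vector control cells with DMSO; inhibition shows as a rise in luminescence from relieved DAX1 repression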
Target sequence (P51843 207-470 limits assumed): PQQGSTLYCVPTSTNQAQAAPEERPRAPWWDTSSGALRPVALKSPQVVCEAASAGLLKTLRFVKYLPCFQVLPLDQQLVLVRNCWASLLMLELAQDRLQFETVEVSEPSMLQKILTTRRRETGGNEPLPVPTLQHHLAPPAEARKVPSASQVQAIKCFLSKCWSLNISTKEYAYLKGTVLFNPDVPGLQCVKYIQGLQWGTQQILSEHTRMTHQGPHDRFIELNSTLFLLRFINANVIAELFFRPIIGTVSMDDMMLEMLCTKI
HGIII-sPLA2 inh: human group III sPLA2 inhibitors, primary screen, biochemical, QFRET, BODIPY PC-A2 liposome substrate; QFRET BODIPY PC-A2 liposome hydrolysis, fluorescence; inhibition, % at 12.2 µM; 370,000 compounds, 0.56% hits;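 active = inhibition above mean plus 3 SD of compounds lying within the high and low control bounds, cut at about 19% in these data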;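 also: 0% = median of test compound wells and 100% = no enzyme DMSO wells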
Target sequence (Q9NZ20 whole entry, looked up): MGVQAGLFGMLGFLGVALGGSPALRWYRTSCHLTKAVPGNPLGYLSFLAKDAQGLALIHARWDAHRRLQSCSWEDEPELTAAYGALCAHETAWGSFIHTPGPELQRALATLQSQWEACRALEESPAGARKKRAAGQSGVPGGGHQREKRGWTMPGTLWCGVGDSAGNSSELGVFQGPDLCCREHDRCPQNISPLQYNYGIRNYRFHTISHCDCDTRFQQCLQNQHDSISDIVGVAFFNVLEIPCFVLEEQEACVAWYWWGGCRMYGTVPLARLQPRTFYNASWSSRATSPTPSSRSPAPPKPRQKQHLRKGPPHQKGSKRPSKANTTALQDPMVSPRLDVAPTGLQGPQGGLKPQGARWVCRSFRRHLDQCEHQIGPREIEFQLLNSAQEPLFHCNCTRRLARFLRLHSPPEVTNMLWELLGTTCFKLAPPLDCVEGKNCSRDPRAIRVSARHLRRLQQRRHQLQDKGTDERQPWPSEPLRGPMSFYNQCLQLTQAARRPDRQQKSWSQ
ssDAF-12 act: S. stercoralis DAF-12 nuclear receptor activators, primary screen, cell-based, luminescence, HEK293, GRIP1 co-expression, lit1-tk-luc; Nuclear hormone receptor DAF-12 (Strongyloides stercoralis); HEK293 ssDAF-12/GRIP1 lit1-tk-luc reporter; % of 3 µM dafachronic acid response; activation, % at 6.8 µM; 370,000 compounds, 1% hits; AID 652126, 2013;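 active = activation above the mean over all tested compounds plus 3 SD, cut at about 0.9% in these data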;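 also: 0% = DMSO-only wells and 100% = 3 µM delta7-dafachronic acid wells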
ADAM17 inh: ADAM17 inhibitors, primary screen, biochemical, QFRET. Disintegrin and metalloproteinase domain-containing protein 17 (Homo sapiens), P78536. recombinant ADAM17, EDANS/DABCYL FRET peptide cleavage. inhibition, % at 6.95 µM. 370,000 compounds, 0.83% hits. AID 720648, 2013;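 active = inhibition above the mean of compounds lying between control limits plus 3 SD, set per campaign, cut at about 8.5% in these data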;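 also: 0% = DMSO-only wells as the low control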
PLC-beta3 inh: human PLC-beta3 inhibitors, primary screen, biochemical, fluorescence | 1-phosphatidylinositol 4,5-bisphosphate phosphodiesterase beta-3 (Homo sapiens), Q01970 | Purified PLC-beta3, fluorogenic substrate | inhibition, % at 12.2 µM | 370,000 compounds, 0.18% hits; in the data active = inhibition above about 11%;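 also: 0% = median of compound wells on plate and 100% = full blocker control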
DAX1 inh-2: DAX1 (NR0B1) inhibitors on StAR promoter, primary screen, cell-based, luminescence, SF-1 (NR5A1), full-length DAX-1; AID 652010, 2013; 370,000 compounds, 1.1% hits; HEK293T StAR-luciferase reporter, SF-1/DAX-1 repression relief; inhibition, % at 6.8 µM;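 active = inhibition above the mean over all tested compounds plus 3 SD, cut at about 3.6% in these data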;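 also: 0% = DAX-1 cells with DMSO and 100% = cells lacking DAX-1 with DMSO; higher inhibition means more luminescence from relief of DAX-1 repression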
Numbers without * were called inactive; i = inactive; x = not tested or not shown.

Each structure is followed by: hgDAF12 agonist | ADAM10 inh | hcDAF12 agonist | GAA850 FXN act | PLCg1 inh | DAX1 inh-1 | HGIII-sPLA2 inh | ssDAF-12 act | ADAM17 inh | PLC-beta3 inh | DAX1 inh-2
- Cc1ccccc1OC1CCN(C(=O)C2CCC(=O)N(C3CCCC3)C2)CC1 (centres undefined)
  -4.0 | -5 | -3.0 | -0.9 | 2 | -0.4 | -3 | -1.5 | -1 | -2 | -0.4
- Cc1ccc(S(=O)(=O)N(Cc2ccc(F)cc2)C(=O)N2CCN(C)CC2)cc1
  3.1 | -4 | 0.0 | 1.6 | -2 | 2.6 | 4 | -0.7 | -1 | -2 | 2.2
- Cc1ccc(C(=O)NC2=NCCS2)cc1
  9.4 | -5 | 2.9 | x | 2 | x | -8 | 0.1 | -2 | -2 | 2.8
- CC1(C)CC(=O)C(C=NCCN2CCN(CCc3ccccc3)CC2)=C(O)C1
  0.8 | 1 | -0.1 | -1.2 | -4 | 0.7 | 2 | -1.4 | 0 | 1 | 0.0
- CCc1ccc(C(=O)COC(=O)c2cnc(C)cn2)cc1
  0.8 | -10 | -0.7 | 0.7 | 2 | 0.1 | 10 | -1.3 | -4 | -3 | -0.5
- Cc1cc(C)nc(-n2ncc3c2CC(c2ccc(F)cc2)CC3=O)n1 (centres undefined)
  -3.1 | -1 | -2.0 | 1.5 | -1 | -0.4 | -4 | -1.8 | -2 | -4 | -1.7
- CCOC(=O)c1[nH]c(C)c(/C(O)=C2\C(=O)C(=O)N(CCCN(CC)CC)C2c2cccnc2)c1C (centres undefined)
  2.9 | -2 | -1.6 | -1.0 | 3 | 1.0 | 10 | -1.0 | 0 | 3 | 0.1
- Cc1ccccc1OCCC(=O)Nc1ccccc1C(=O)NC1CC1
  -2.2 | -10 | 0.0 | 1.1 | -3 | -1.4 | 5 | -0.7 | -5 | -9 | -0.3
- CC(=O)c1cccc(N(C(=O)c2ccco2)C(C(=O)NC2CCCCC2)c2ccc(C)o2)c1 (centres undefined)
  0.4 | -1 | -1.5 | -0.9 | -3 | 3.2 | 0 | -1.1 | -4 | -7 | -0.4
- Cc1ccc2oc(-c3cc(NC(=O)c4ncn[nH]4)ccc3O)nc2c1
  0.9 | 2 | 0.9 | 4.0 | -95 | 0.0 | -9 | -0.9 | -2 | -125 | 0.6
- O=C(OCc1cn([C@H]2CN(Cc3cccs3)[C@@H](c3ccccc3)C[C@@H]2O)nn1)c1ccccc1
  1.1 | -7 | -0.9 | 0.8 | 1 | 0.4 | -3 | -1.5 | -1 | 1 | -0.8
- COc1ccc(N=C2C(=Nc3ccc(OC)cc3)N(c3ccc(OC)cc3)C(=S)N2c2ccccc2)cc1
  9.1 | 4 | 4.1 | 1.7 | 0 | 2.4 | 3 | 0.5 | -2 | 1 | 1.8
- COCCNC(=O)COC(=O)c1ccc(S(=O)(=O)N2CCOCC2)cc1
  0.9 | 6 | -1.3 | -1.2 | 1 | x | 5 | -1.3 | 1 | 2 | 0.0
- CCCOc1cccc(-c2nc3ccccc3c(=O)o2)c1
  11* | 4 | 5.2 | 4.7 | 1 | 0.3 | -8 | 0.0 | 0 | -1 | 3.5
- Cc1cc2nc(CCN(Cc3cccnc3)C(=S)Nc3ccccc3)[nH]c2cc1C
  -0.3 | 3 | -1.9 | -0.2 | 2 | -0.3 | 3 | -0.9 | 6 | -2 | 0.1
- COc1ccc(S(=O)(=O)N2CCCCC2)cc1NC(=S)Nc1ccccc1
  0.7 | 0 | -0.1 | 0.7 | 5 | 0.4 | 3 | -0.9 | -2 | 4 | 0.2
- Cc1ccc(NC(=O)COc2ncnc3ccccc23)cc1S(=O)(=O)N1CCOCC1
  0.5 | 3 | -1.4 | -2.1 | 5 | -1.2 | -5 | -1.3 | -2 | 6 | -0.5
- O=C(CSc1nnc(-c2ccccc2)n1Cc1ccccc1)NNC(=O)c1ccccc1O
  -2.2 | 2 | -3.0 | -1.1 | -5 | -1.0 | 15 | -0.6 | 1 | -1 | -1.0
- CN(c1ccccc1)S(=O)(=O)c1cccc(C(=O)Nc2ncn[nH]2)c1
  -1.3 | 18 | 0.1 | 0.2 | 4 | -1.6 | 3 | -1.5 | 1 | -2 | 0.3
- CCCn1nnc(NC(=O)c2ccc([N+](=O)[O-])cc2Cl)n1
  9.0 | 3 | 0.6 | 3.0 | 0 | -0.1 | 6 | -1.2 | -2 | 1 | 1.1
- COc1ccc(C2C=CC(=O)CC2)c(OC)c1 (centres undefined)
  1.4 | -13 | -0.7 | x | 5 | x | 1 | -0.8 | 4 | 6 | -0.6
- COc1cccc(C(=O)OCC(=O)Nc2ccc(N3CCOCC3)cc2)c1
  0.1 | -10 | -1.2 | 2.4 | -4 | 0.2 | 11 | -1.6 | -6 | -7 | -0.4
- Cc1ccc(S(=O)(=O)N2CCC(C(=O)N[C@@H](C)C(=O)NC3CCS(=O)(=O)C3)CC2)cc1 (some centres undefined)
  -1.8 | 3 | -1.6 | x | 3 | x | 0 | -0.7 | 0 | 4 | 0.3
- Cc1onc(-c2ccccc2Cl)c1C(=O)N[C@@H](C)c1ccccc1
  0.4 | 8 | 0.1 | 0.1 | 8 | x | 4 | -1.5 | 4 | 1 | 0.8
- O=C(COc1ccc(-c2ccccc2)cc1)N1CCN(S(=O)(=O)Cc2ccccc2)CC1
  -1.1 | 1 | -0.4 | -2.6 | 5 | -1.4 | -5 | -1.6 | -2 | 4 | -0.5
- CCOC(=O)c1csc(NC(=O)CN2CCN(C)CC2)n1
  -0.3 | -5 | -0.4 | 4.1 | 0 | 0.5 | 2 | -1.0 | -4 | -2 | 0.2
- CC1CC(C)CN(C/C=C/c2ccccc2[N+](=O)[O-])C1 (centres undefined)
  1.6 | 7 | 6.0* | x | 9 | x | 5 | 0.2 | 6 | 3 | 0.0
- CCOc1ccc(-c2cc(C(=O)NCc3cc(OC)cc(OC)c3)[nH]n2)c(C)c1
  -0.5 | 10 | -2.5 | 1.5 | 4 | x | -3 | -1.3 | 1 | 4 | -1.3
- Cc1ccc2nc(C(F)(F)F)c(C#N)c(N)c2c1
  4.8 | -3 | -2.1 | 40* | -1 | -1.0 | 4 | -2.0 | -3 | 1 | -1.0
- COCCN1C(=O)N(c2cccc(C)c2)C(=O)C1CC(=O)Nc1cc(OC)cc(OC)c1 (centres undefined)
  0.7 | 3 | -0.5 | -0.2 | 0 | -0.1 | -3 | -0.6 | -2 | -6 | 0.1
- CN(CCCC(=O)NCc1ccc2c(c1)OCO2)S(=O)(=O)c1ccc([N+](=O)[O-])cc1
  0.4 | -1 | -3.8 | 1.0 | 3 | -0.1 | -4 | -1.4 | -2 | -8 | -2.0
- CCOC(=O)/C=C/c1ccc2c(c1)S(=O)(=O)N(c1cccc(OC)c1)[C@H]2CC(=O)OCC
  2.5 | 5 | -0.9 | 0.8 | -1 | 0.2 | -12 | -1.4 | -1 | -7 | -0.1
- Cn1c(NC(=O)c2ccccc2F)c(-c2cccs2)c(=O)c2ccccc21
  -3.3 | -9 | -0.3 | 1.1 | -4 | -0.7 | 12 | -1.1 | -6 | -6 | 0.0
- Cc1ccc(S(=O)(=O)Nc2nc(C)c(C(=O)NN)s2)cc1
  -3.7 | -6 | -1.6 | 0.5 | -71 | 2.1 | -11 | -1.4 | -12 | -103 | -0.9
- O=C(COC(=O)c1cc2ccccc2cc1O)c1ccccc1
  1.0 | 3 | 1.7 | 0.2 | -9 | 0.7 | 1 | -0.7 | -1 | -22 | 1.2
- N#Cc1ccccc1OCC(=O)Nc1ccccc1C(=O)NC1CC1
  -0.8 | -5 | 0.8 | -0.8 | 6 | -0.2 | 3 | -0.6 | -2 | -3 | 2.5
- S=C(Nc1ccccc1I)OC1CCC12CCC(c1ccccc1)CC2 (centres undefined)
  -1.1 | 7 | -0.3 | x | 7 | x | 10 | -0.6 | 4 | 4 | x
- CCN(CC(=O)Nc1ccc2c(c1)OCCO2)C(=O)/C=C/c1cccc(OC)c1OC
  5.5 | -15 | 0.9 | 3.4 | -90 | 2.5 | -7 | -0.4 | -9 | -109 | 2.3
- COc1ccc2c(c1)oc(=O)c1ccccc12
  3.4 | i | 1.1 | 4.0 | -269 | 1.5 | -3 | -1.2 | -463 | -341 | 0.8
- COC(=O)c1c(NC(=O)COC(=O)c2ccccc2O)sc2c1CCCCC2
  -2.2 | -2 | -0.1 | 2.4 | 0 | -0.2 | -2 | -0.9 | -1 | 2 | 0.3
- Fc1ccc(CNC(=S)NC2CCCCC2)cc1
  -1.4 | 4 | -0.9 | 1.5 | 0 | -1.0 | 7 | -0.7 | -4 | -1 | -0.5
- O=C(CONS(=O)(=O)c1ccc(Cl)cc1)NCCNc1ncc(C(F)(F)F)cc1Cl
  -1.5 | 10 | -1.0 | 1.4 | 3 | -1.2 | -45 | -1.7 | 2 | -2 | -0.3
- CCOc1cc(NC(=S)NCC2CCCO2)c(OCC)cc1NC(=O)c1ccccc1 (centres undefined)
  -3.8 | 7 | -1.4 | -0.9 | -2 | -0.5 | -1 | -0.9 | 3 | -1 | 0.3
- O=C(C1=C[C@@H](C2CCCCC2)C[C@@H](OCc2ccc(CO)cc2)O1)N1CCOCC1
  -1.1 | -4 | -2.0 | -1.2 | -1 | -0.5 | -2 | -1.4 | -3 | 2 | -0.4
- Cc1cccc(-n2nc3c(c2NC(=O)c2ccco2)CSC3)c1C
  -2.3 | 16 | -0.1 | -0.3 | -3 | 0.4 | 6 | -1.2 | 9.1* | -7 | -0.5
- CCOC(=O)N1CCN(S(=O)(=O)CCNC(=O)c2ccc(F)cc2)CC1
  2.7 | -12 | -0.9 | 3.5 | 4 | -0.5 | 8 | -0.7 | -1 | -2 | -0.6
- CC1=NN(c2cc(Cl)c(S(=O)(=O)O)cc2Cl)C(=O)C1
  1.2 | -5 | -1.4 | -1.5 | 0 | 1.6 | -1 | -1.2 | 0 | 2 | -0.4
